# Yfh1-off respiration: mitochondrial function rescue without frataxin homolog – Friedreich's ataxia, plus single-dose screen, dose response (AID 1465) | S. cerevisiae Yfh1-off respiration, WST-1 reduction, 72 h; higher fold induction means a stronger effect | fold induction at 50 µM, or EC50 in µM where a hit was titrated | hit rate 0.074% among 220,000;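 active = fold induction of absorbance versus untreated yeast above a set limit, then at least 30% activation at any dose in follow-up; inconclusive = repeats straddling the limit, or above it without dose testing; inactive = fold induction below the set limit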;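 note: activators that raise dye reduction in frataxin-depleted yeast; strong numbers were not always called active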
# NOD2 inhibition: NOD2 signaling inhibitors, cell-based, luminescence, uHTS, HEK293 (AID 1566) | HEK293 NOD2/NF-kB luciferase reporter, luminescence; higher % means a stronger effect | inhibition, % at 4 µM, or EC50 in µM where a hit was titrated | hit rate 0.63% among 290,000; note: many of its hits are not listed in these tables
# NOD1 inhibition: inhibition of NOD1-driven NF-kB reporter – cell-based, luminescence, uHTS, primary screen (AID 1578) | NOD1-driven NF-kB luciferase reporter cells, luminescence; higher % means a stronger effect | inhibition, % at 4 µM, or EC50 in µM where a hit was titrated | hit rate 1% among 290,000; in the data active = inhibition mostly above about 36%, no sharp cut-off; inactive = mostly below about 34%;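 note: HEK-293T reporter cells stimulated with the NOD1 agonist gamma-tri-DAP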
# KOR beta-arrestin-1: kappa opioid receptor activators – cell-based, luminescence, uHTS, primary screen (AID 1777); activation, % at 10 µM; hits with a dose series show EC50 in µM; KOR beta-arrestin recruitment, luminescence; higher % means a stronger effect; hit rate 0.02% among 280,000; in the data active = activation above about 50%, passing the limit was not always enough; note: a part of the inactive calls stands beside numbers as strong as those of hits
# TNAP activation fold: stimulation of alkaline phosphatase TNAP activity – biochemical, luminescent, no phosphate acceptor, uHTS, primary screen (AID 1001). hit rate 0.03% among 200,000. activation fold at 20 µM, or EC50 in µM where a hit was titrated. purified TNAP, luminescent activation assay, no phosphate acceptor; higher activation fold means a stronger effect; in the data active = activation fold from about 3, or a potency from the dose series; inactive = the rest, 99 in 100 with activation fold below about 1.6; note: many of its hits are not listed in these tables
# KOR beta-arrestin-2: KOR antagonists, beta-arrestin recruitment, cell-based, luminescence, uHTS (AID 1778); KOR beta-arrestin recruitment, luminescence, antagonist mode; higher % means a stronger effect; one-dose inhibition, % at 10 µM; IC50 in µM for titrated hits; hit rate 0.091% among 290,000; note: strong numbers were not always called active
# ER stress rescue: rescue of cells from ER stress-induced death, primary screen, 384-well, CSM14.1, thapsigargin, ATP luminescence (AID 1222); CSM14.1 thapsigargin-induced death rescue, ATP luminescence; higher % means a stronger effect; cellular ATP content (survival), % at 20 µM; hits with a dose series show EC50 in µM; 190,000 tested, under 10 active;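 active = EC50 below 50 µM in the dose-response confirmation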;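 note: death triggered by thapsigargin at about 15 µM added after 2 h compound pretreatment; cell ATP read after overnight thapsigargin exposure of roughly 18 to 22 hours; normalized against plate controls of thapsigargin alone and 5% DMSO vehicle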
# GPR55 activation: GPR55 agonists via beta-arrestin recruitment, primary screen, imaging, U2OS cells, beta-arrestin-GFP redistribution (AID 1961). U2OS GPR55 beta-arrestin-GFP redistribution imaging; higher % means a stronger effect. activation, % at 10 µM; hits with a dose series show EC50 in µM. hit rate 0.048% among 290,000;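 active = activation above 40% with more than 50 cells counted in the well; inconclusive = wells holding fewer than 50 cells, flagged as toxic or sparse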;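 note: U2OS osteosarcoma cells stably expressing GPR55 and beta-arrestin-GFP; plate controls were DMSO negative control for no effect and LPI positive control for full effect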
# NTR1 agonist: agonists of NTR1, primary screen, imaging, U2OS cells, beta-arrestin-GFP, high content (AID 493036); NTR1-U2OS beta-arrestin-GFP spot imaging, agonist mode; P30989; hit rate 0.17% among 330,000; activation, % at 20 µM;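 active = activation at or above 40% of the spot to cytoplasm intensity ratio, with at least 20 cells analyzed; inconclusive = wells under 20 cells, flagged as cytotoxic or low count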;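 note: 0% = DMSO without peptide and 100% = 100 nM NTR1 peptide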
# Target sequence (P30989 whole entry, looked up): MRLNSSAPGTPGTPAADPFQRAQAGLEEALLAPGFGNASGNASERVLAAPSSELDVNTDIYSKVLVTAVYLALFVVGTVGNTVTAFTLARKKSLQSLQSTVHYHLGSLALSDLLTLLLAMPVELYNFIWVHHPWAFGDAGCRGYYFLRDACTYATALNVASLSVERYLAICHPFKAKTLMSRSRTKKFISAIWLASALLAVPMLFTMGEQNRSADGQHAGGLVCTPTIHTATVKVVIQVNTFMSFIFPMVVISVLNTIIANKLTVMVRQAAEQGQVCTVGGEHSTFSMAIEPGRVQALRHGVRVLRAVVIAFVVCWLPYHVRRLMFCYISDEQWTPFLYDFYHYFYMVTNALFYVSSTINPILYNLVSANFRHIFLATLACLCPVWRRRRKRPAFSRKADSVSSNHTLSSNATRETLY
# NTR1 agonist cell count 20 µM: second read-out of NTR1 agonist, no call of its own (marks repeat the call); cell count; measured here: cell count, cytotoxicity flag
# * hit, by the source's call; i = inactive; ? = inconclusive; . = no result given; [ ] = dose if it differs, or a comment. Cut-off read from the data, not from the text of the source, unless noted: active = inhibition above about 50%; inactive = the rest.
Structure | NOD2 inhibition | NTR1 agonist | KOR beta-arrestin-2 | KOR beta-arrestin-1 | ER stress rescue | Yfh1-off respiration | GPR55 activation | TNAP activation fold | NOD1 inhibition | NTR1 agonist cell count 20 µM
O=C(CC1CCCC1)N1CCCC(Nc2cccc(F)c2)C1 (configuration not stated) | 12% | -0.3 | -13% | 8.3% | . | . | -0.1% | . | -4% | 63
CCCCOCCCNC(=O)N[C@H](C(=O)OC)C(C)C | -1% | 1.6 | -4% | -3.3% | 3.0% | i | -0.1% | 1.1 | -8% | 38
CCCNC(=O)Cn1cnc2sc(C(=O)N3CCN(Cc4ccc5c(c4)OCO5)CC3)c(C)c2c1=O | 11% | 2.9 | -12% | -2.9% | -0.6% | i | -0.1% | 1.1 | 17% | 81
O=C(c1cc2ccccc2o1)N1CCN=C1SCc1cccnc1 | -6% | -2.4 | 16% | -2.9% | -0.8% | i | -0.2% | 1 | 15% | 81
Cc1ccc(CNC(=O)CCC2CCCN(C(=O)c3ccc4c(c3)OCO4)C2)o1 (configuration not stated) | 0% | 1.2 | -2% | -1.9% | -1.2% | i | 0.1% | 1 | -37% | 53
COc1ccc(/C=C2\CCC(C3CCCC3)C2=O)c(OC)c1OC (configuration not stated) | 8% | 1.8 | 2% | -2.8% | . | . | -0.1% | . | -8% | 50
Nn1c(Cc2ccccc2F)nnc1SCC(=O)Nc1cccc(S(=O)(=O)NC2=NCCCCC2)c1 | 15% | 2.5 | -7% | -1.9% | -1.0% | i | -0.4% | 1.1 | -23% | 64
COCCn1c(SCc2nc3scc(-c4ccc(Cl)cc4)c3c(=O)[nH]2)nnc1-c1cccc(C)c1 | 8% | 9.2 | -31% | 0.7% | 6.5% | i | -0.2% | 1 | 25% | 56
CC(C)(C)NC(=O)C(=O)NNC(=O)c1cccc(F)c1 | -4% | -0.2 | -24% | 9.7% | -8.3% | i | -0.4% | 1.2 | 5% | 43
COc1ccc(S(=O)(=O)N2CCC(NC(=O)c3cccnc3)CC2)cc1 | -21% | -0.4 | 4% | -2.3% | . | . | -0.1% | . | 6% | 40
COc1ccccc1/C=C/CN1CC(C)OC(C)C1 (configuration not stated) | 12% | -2.4 | 34% | -1.4% | -0.3% | i | 0.0% | 1.1 | -20% | 67
Cc1cc(=S)cc(C)n1CCO | 21% | 1.1 | -16% | -0.9% | -2.4% | i | 0.1% | 1 | -33% | 91
CC(CNS(=O)(=O)c1ccccc1)(c1ccccc1)N1CCOCC1 (configuration not stated) | 15% | -0.2 | 0% | -3.9% | 4.2% | i | -0.2% | 1.1 | 2% | 84
CCN(CC)CCNC(=O)c1cc2c(-c3cccc(OC)c3)nn(C)c2s1 | -18% | -1.3 | -38% | 0.2% | . | . | -0.1% | . | 5% | 88
O=C(O)COc1ccccc1/C=N/NC(=O)c1cccc(S(=O)(=O)N2CCOCC2)c1 | 0% | -1.2 | 11% | -9.0% | -0.6% | i | -0.3% | 1.1 | -8% | 56
COc1cc(CN(C2CCCCC2)S(=O)(=O)c2ccc(S(=O)(=O)N(C)C3CCCCC3)cc2)cc(OC)c1OC | -6% | -2.1 | 18% | -2.5% | 2.3% | i | -0.6% | 0.9 | -10% | 55
Cc1cc(C(=O)N2CCCC(C(=O)c3ccc4ccccc4c3)C2)n(C)n1 (configuration not stated) | 14% | -0.5 | -10%[20 µM] | . | 1.3% | i | 0.2% | 1 | -23% | 39
O=C(COC(=O)COc1ccccc1)NCc1ccccc1 | 16% | 2.1 | -18% | -0.5% | -1.0% | i | -0.6% | 1 | -15% | 55
O=C1CSC(c2ccc(Cl)cc2)N1C1CCCCC1 (configuration not stated) | -4% | -0.3 | 44% | 3.9% | -0.3% | i | -0.2% | 1.1 | -18% | 53
O=C(Cn1cnc2sc(-c3ccccc3)cc2c1=O)NCCc1ccccc1 | -12% | -0.6 | 26% | -7.5% | 0.2% | . | -0.1% | 1.1 | -96% | 42
O=C(c1ccc(-n2cccn2)cc1)N1CCc2c([nH]c3ccccc23)C1c1ccccn1 (configuration not stated) | 9% | 0.8 | -11% | . | 5.4% | i | -0.1% | 1 | -1% | 61
COc1ccc(N(CC(=O)NCC2CCCO2)C(=O)CCC(=O)Nc2cc(C)on2)cc1OC (configuration not stated) | 9% | -1.5 | -26% | -0.6% | . | . | -0.1% | . | 12% | 46
Cc1ccccc1C(=O)Nc1nncs1 | 7% | -1.1 | 6% | 4.4% | 0.2% | i | -0.1% | 1.1 | -16% | 64
Cc1ccnc2c(N3C(=O)C4C5C=CC(C5)C4(C)C3=O)cccc12 (configuration not stated) | 20% | 1.4 | 9% | -4.3% | -2.0% | i | -0.3% | 1.2 | -9% | 46
Cc1ccc(-c2cnc(-c3ccccc3C(=O)O)o2)cc1 | -21% | 1.5 | -18% | -2.6% | . | . | -0.1% | . | -20% | 59
OC(CNc1nc(-c2cccnc2)nc2ccccc12)c1ccccc1 (configuration not stated) | 6% | 4.2 | -33% | 0.6% | . | . | -0.2% | . | -4% | 49
Cc1ccc(NC(=O)CN(C)C(=O)c2ccc(Cl)c([N+](=O)[O-])c2)cc1 | 18% | -0.3 | -37% | -0.8% | -1.7% | i | -0.1% | 1.1 | 17% | 49
CCN(CC)CCCNC(=O)c1cc(-c2ccccc2)c(N2CCCCC2)s1 | 1% | 23 | -30% | 0.4% | . | . | -0.1% | . | -12% | 69
COc1c(Cl)cc(Cl)cc1CNCCNCC(C)O (configuration not stated) | 16% | -0.6 | -13% | -0.7% | 0.3% | i | 0.0% | 1 | 5% | 63
CCOc1c(C(N)=O)c(-c2ccccc2)c2c(=O)[nH]c3ccccc3n12 | -4% | -0.8 | 18% | -2.7% | 1.0% | i | -0.3% | 1 | 5% | 34
CCOc1ccc(C(O)(c2ccccc2OC)C(CN2CCCC2)c2ccccc2)cc1 (configuration not stated) | 4% | 0.0 | 18% | -2.1% | . | . | -0.2% | . | -1% | 61
CCC(=NCc1ccco1)c1c(C(F)(F)F)[nH]n(-c2nc3ccccc3s2)c1=O | 35% | 1.5 | -25% | 0.2% | -1.8% | i | 0.2% | 1.1 | 15% | 85
O=C(c1ccco1)[C@@H]1[C@@H]2C(=O)N(c3ccccc3)C(=O)[C@@H]2C2c3ccccc3C=CN21 (some centres not stated) | -10% | 0.1 | -11% | 3.2% | -1.2% | i | -0.1% | 1.1 | -21% | 56
Cc1ccc(NC(=O)c2sccc2-n2cccc2)c(Cl)c1 | -9% | 1.7 | -2% | 4.1% | -0.5% | i | -0.1% | 1 | -38% | 101
CCNc1nc2c(c(=O)n(C)c(=O)n2C)n1CCCc1ccccc1 | 38% | 3.1 | -30%[20 µM] | -0.3% | . | . | -0.1% | . | 42% | 71
N#Cc1c(N)nc2c(c1-c1ccccc1)CCCC2 | 14% | -2.0 | 34% | 4.3% | 0.7% | i | -0.2% | 1.1 | 1% | 90
COc1ccc(C(=O)NCc2nnc(SC)n2Cc2ccccc2)cc1 | 18% | 0.6 | -9% | 1.0% | -2.3% | i | 0.1% | 1 | -4% | 55
c1ccc(N2OCC3Cn4c(nc5ccccc54)C32)cc1 (configuration not stated) | -57% | 2.1 | 4% | 4.9% | . | i | -0.2% | . | -11% | 50
Cc1ccc(NC(=O)CCNS(=O)(=O)c2ccc3c(c2)oc(=O)n3C)cc1 | 1% | -1.2 | -12% | 2.2% | 0.3% | i | 0.9% | 1.1 | -25% | 74
O=C(O)CSCC(=O)Nc1ccc(C(F)(F)F)cc1 | 21% | -2.3 | -41%[20 µM] | -1.0% | -1.9% | i | 0.2% | 1.1 | 7% | 97
CCOc1cc(C(=O)N2CCc3cc(OC)c(OC)cc3C2)ccc1OC(F)F | -36% | 2.8 | -108% | 1.5% | -1.0% | i | 0.2% | 1.1 | -50% | 84
C=CCOC(=O)C1=C(C)N=C2SCCC(=O)N2C1/C=C/c1ccccc1OC (configuration not stated) | 12% | 1.4 | . | . | -1.6% | i | -0.3% | 1.1 | 13% | 49
COc1ccc(S(=O)(=O)NCC2CCCN(C(=O)CNC(C)=O)C2)cc1 (configuration not stated) | 5% | 0.3 | -23% | -1.1% | 0.7% | i | 0.1% | 1 | -28% | 58
COc1ccc(C(=O)Oc2ccc3ccc(=O)oc3c2)cc1OC | -9% | -0.8 | -28% | 3.0% | . | . | -0.2% | . | -23% | 38
Cn1c(=O)oc2cc(S(=O)(=O)N3CCC(C(=O)NCc4cccs4)CC3)ccc21 | 12% | -1.4 | -50% | -0.3% | -0.4% | i | 0.3% | 1 | -23% | 87
Cn1c2c(c(=O)n(C)c1=O)C1(C(=O)Nc3ccccc31)C(C#N)=C(N)O2 (configuration not stated) | -1% | 2.2 | -30% | -0.3% | 0.6% | ? | 0.2% | 1 | 7% | 87
CCOC(=O)COc1c(C=O)cc(Br)cc1OC | -18% | 0.6 | -34% | -1.7% | 6.0% | i | 0.0% | 1.1 | 1% | 68
Cc1ccc(-c2nc(-c3cccnc3)sc2CC(=O)Nc2ccc(C)c(Cl)c2)cc1 | -17% | 5.2 | -14% | 4.6% | -2.8% | i | -0.2% | 1 | 2% | 61
O=C(c1c(F)cccc1F)N1CCN(c2ncccn2)CC1 | 9% | -0.8 | 4% | -0.1% | 9.8% | i | -0.1% | 1 | 6% | 57
CC(=O)Nc1ccc(S(=O)(=O)N(C)CC(=O)OCC(=O)N2CCCCCC2)cc1 | 3% | 0.4 | -2% | 11% | . | . | 0.6% | . | -16% | 73

# Further structures follow.
Structure | NOD2 inhibition | NTR1 agonist | KOR beta-arrestin-2 | KOR beta-arrestin-1 | ER stress rescue | Yfh1-off respiration | GPR55 activation | TNAP activation fold | NOD1 inhibition | NTR1 agonist cell count 20 µM
O=C(c1cncc(Br)c1)N1CCN(S(=O)(=O)c2ccccc2C(F)(F)F)CC1 | -2% | -1.2 | -50% | -0.6% | . | . | -0.1% | . | -12% | 67
COc1ccc(/C=N/n2c(C)nc3sc(C)c(C)c3c2=O)cc1OC | 21% | 3.2 | -32%[20 µM] | . | 0.0% | i | -0.1% | 1 | -28% | 36
CS(=O)(=O)N(Cc1ccccc1)c1ccc(C(=O)N2CCc3ccccc3C2)cc1 | 17% | 1.9 | 11% | 1.3% | 1.4% | i | -0.1% | 1 | -16% | 83
CO/N=C(/CS(=O)(=O)c1ccc(Br)cc1)c1ccc(OC)cc1 | -8% | -1.0 | -43% | 5.2% | -0.8% | i | -0.1% | 1.1 | -11% | 55
Cc1cc(C)cc(C(=O)N2CCN(Cc3ccc4c(c3)OCO4)CC2)c1 | 16% | -1.0 | 7% | 3.0% | . | . | 0.7% | . | 4% | 67
CC(=O)Nc1cccc(OC(=O)c2ccoc2C)c1 | -5% | 0.1 | 20% | 1.0% | -2.1% | i | -0.1% | 1.1 | -15% | 80
Cc1ccc(-n2c(C)cc(/C=N/NC(=O)c3ccncc3)c2C)cc1 | -12% | -1.7 | -32% | -4.1% | -3.8% | i | -0.3% | 1.2 | -42% | 55

# Not all compounds are listed; count on the stated rates, not on these rows.
